LmPK inhibitor: qHTS Assay for Inhibitors of Leishmania Mexicana Pyruvate Kinase (LmPK) | Q27686 | purified LmPK, Kinase-Glo ATP luminescence, 1 h | Potency, µM (doses to about 57.5 µM), without a hit: at the top dose activity change, negative = inhibition, usual class: inhibitors | 290,000 compounds, 0.37% hits | AID 1721, 2009
Target sequence (Q27686 whole entry, looked up): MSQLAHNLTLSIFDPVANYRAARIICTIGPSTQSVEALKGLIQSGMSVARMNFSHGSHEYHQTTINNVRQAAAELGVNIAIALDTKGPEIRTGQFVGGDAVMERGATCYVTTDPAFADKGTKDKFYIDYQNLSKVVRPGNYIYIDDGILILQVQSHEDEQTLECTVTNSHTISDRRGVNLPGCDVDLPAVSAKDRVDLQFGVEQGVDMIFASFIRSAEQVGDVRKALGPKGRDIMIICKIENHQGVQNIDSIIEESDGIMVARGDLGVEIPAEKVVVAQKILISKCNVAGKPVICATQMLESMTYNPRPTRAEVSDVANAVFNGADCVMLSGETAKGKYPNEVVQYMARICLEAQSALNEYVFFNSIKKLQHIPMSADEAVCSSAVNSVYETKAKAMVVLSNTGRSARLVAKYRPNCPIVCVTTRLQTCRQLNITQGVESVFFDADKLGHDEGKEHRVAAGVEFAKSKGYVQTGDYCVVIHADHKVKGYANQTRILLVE
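Kinase-Glo luminescence read after 1 h RT reaction of 0.1 nM LmPK with 0.5 mM PEP and 0.1 mM ADP. Activity scaled between uninhibited and enzyme-free controls.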
Pf growth 48h: Primary qHTS for delayed death inhibitors of the malarial parasite plastid, 48 hour incubation. 310,000 compounds, 5.9% hits. P. falciparum luciferase growth in erythrocytes, 48 h. Potency, µM (titrated, usually from 28.7 µM), inactives show top-dose activity change, negative = inhibition, hits mostly inhibitors
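Firefly luciferase activity from engineered P. falciparum reports growth; inhibitors lower the luminescent signal. Cultures contained 2% hematocrit erythrocytes at 0.1% final parasitemia.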
Pf growth 96h: Primary qHTS for delayed death inhibitors of the malarial parasite plastid, 96 hour incubation. P. falciparum luciferase reporter growth, 96 h. Potency, µM (doses to about 28.7 µM), for inactives: at the top dose activity change, negative = inhibition, usual class: inhibitors. 320,000 compounds, 6.9% hits
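Parasite growth measured via integrated firefly luciferase reporter in P. falciparum. Infected erythrocytes at 2% hematocrit, 0.05% parasitemia final were treated 96 hours at 37 C under 5% CO2, and luminescence was read.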
Tb PYK inh: qHTS of Trypanosoma Brucei Inhibitors | pyruvate kinase (Trypanosoma brucei), Q57TT1 | TbPYK enzyme, Kinase-Glo Plus ATP luminescence, 45 min | Potency, µM (doses to about 76.8 µM), inactives show top-dose activity, negative = inhibition, most hits filed as inhibitors | 410,000 compounds, 0.12% hits; note: nearly all actives have a fitted effect of over 50% in size
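Luminescence from Kinase-Glo Plus, added after a 45-minute room-temperature reaction, served as the end-point read-out. The enzyme and substrate were preincubated with compound before ADP (130 uM final) initiated turnover. Concentration-effect curves came from normalized qHTS data.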
AmpC inh no detg: qHTS Inhibitors of AmpC Beta-Lactamase (assay without detergent) | P00811 | Potency, µM (titrated, usually from 57.1 µM), for the others: at the top dose activity change, negative = inhibition, actives largely listed as inhibitors | AID 485341, 2010 | AmpC nitrocefin hydrolysis, absorbance 480 nm, 0.0001% Triton | 330,000 compounds, 0.52% hits;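 note: plate controls were no compound for no effect and no enzyme for full effect; nearly all actives have a fitted effect of over 20% in size; some results filed as inactive show a strong effect at the top dose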
Target sequence (P00811 whole entry, looked up): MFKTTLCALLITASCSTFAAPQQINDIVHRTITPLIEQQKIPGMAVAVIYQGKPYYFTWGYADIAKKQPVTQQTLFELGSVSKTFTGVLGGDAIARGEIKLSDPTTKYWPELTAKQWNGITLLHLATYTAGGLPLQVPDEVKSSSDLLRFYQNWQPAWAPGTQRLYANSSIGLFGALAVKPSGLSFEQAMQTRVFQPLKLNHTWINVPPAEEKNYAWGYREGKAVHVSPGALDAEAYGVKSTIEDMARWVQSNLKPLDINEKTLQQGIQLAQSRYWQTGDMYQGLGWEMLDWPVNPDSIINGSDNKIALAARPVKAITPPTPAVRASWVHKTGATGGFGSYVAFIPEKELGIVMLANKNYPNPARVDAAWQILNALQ
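AmpC (5.3 nM in the dispensed reagent) in 20 mM phosphate pH 7.0 with 0.01% (detergent screen) or 0.0001% Triton X-100 was preincubated with compounds for 15 min at room temperature. Nitrocefin was then added from an 800 uM solution, and hydrolysis was followed at 480 nm.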
* hit, by the source's call; ? = inconclusive; / = not tested or not shown; [ ] = dose if it differs, or a comment. Calls come from the whole dose curve; as a rule, active = well fitted curve in the direction sought with a large enough effect; inconclusive = small, poorly fitted or top-dose-only effect, or another doubt; inactive = no such curve, though single readings can be large; an effect the other way counts as inactive or inconclusive. Unless noted, % is set by controls: 0 for no effect and ±100 for the full control effect; potency is the fitted concentration of half-maximal effect. A portion of the library (hit frequency here may not be typical).

SMILES	LmPK inhibitor	Pf growth 48h	Pf growth 96h	Tb PYK inh	AmpC inh no detg
CCOC(=O)CN1C(=O)N[C@@H](c2cccs2)C(C(=O)OC)=C1C	-4.4%[11.5 µM]	/	/	1.2%	/
COC(=O)[C@H]1[C@@H](C)N(CCc2cc(OC)c(OC)c(OC)c2)C(=O)N[C@H]1c1ccccc1	-1.3%[11.5 µM]	/	/	-8.7%	/
C#CCCOC(=O)N1C2=NC(C(=O)OC)=C(C(=O)OC)[C@@H]3Nc4ccccc4[C@]23C[C@H]1C(=O)OC	-2.7%[11.5 µM]	/	/	-2.0%	/
COC(=O)C1=C(C)N(Cc2ccccc2)C(=O)N[C@H]1c1cccc(F)c1	-5.0%[11.5 µM]	/	/	0.6%	/
CCOC(=O)CN1C(=O)N[C@@H](c2cccc(C(F)(F)F)c2)[C@H](C(C)=O)[C@H]1C	0.5%[11.5 µM]	/	/	0.6%	/
CCOC(=O)CN1C(=O)N[C@@H](CCc2ccccc2)[C@H](C(=O)OC)[C@H]1C	-2.9%[11.5 µM]	/	/	4.6%	/
N#Cc1ccc(Nc2nn3c(=O)c4ccccc4nc3s2)cc1	/	11.3%	3.4%	/	/
N#Cc1cccc(-c2csc(N3CCC(C(N)=O)CC3)n2)c1	/	-6.5%	2.5%	/	/
NC(=O)C1CCN(c2nc(-c3cccc(Br)c3)cs2)CC1	/	?	-27.2%	/	/
CC(C)[C@H](NC(=O)c1ccc(C(C)(C)C)cc1)C(=O)N1CCN(Cc2ccc3c(c2)OCO3)CC1	/	/	/	1.7%	158.5%[activator]
CC(=O)Nc1ccc(SCC(=O)N(C)CC(=O)Nc2ccccc2Cl)cc1	/	/	/	-8.1%	-0.1%
CN(c1ccccc1)S(=O)(=O)c1cccc(C(=O)NC2CCCC2)c1	/	/	/	1.6%	-21.5%
CC(C)[C@H](NC(=O)c1ccccc1Cl)C(=O)OCC(=O)NC(=O)NCc1ccco1	/	/	/	-5.0%	-21.7%
COc1ccc2c(c1)oc1c(SCc3nc4ccccc4[nH]3)nc(C)nc12	/	/	/	-1.8%	104.6%[activator]
CCOC(=O)c1ccccc1NC(=O)Cc1ccc(OC)c(S(=O)(=O)N2CCOCC2)c1	/	/	/	2.7%	56.6%
CC(CNC(=O)Cn1cnc2c(OCc3ccccc3)ncnc21)c1ccccc1 (stereo not drawn)	/	/	/	2.6%	15.4%
CC(C)C(NC(=O)c1ccccc1NC(=O)C(C)(C)C)C(=O)N1CCOCC1 (stereo not drawn)	/	/	/	2.6%	-10.2%
COc1cc(NC(=O)CCc2c(C)noc2C)c(Cl)cc1C(=O)O	/	/	/	-1.2%	-12.1%
Cc1cccc(NC(=O)C(C)Sc2nc3nc(C)cc(C)n3n2)c1 (stereo not drawn)	/	/	/	-2.3%	-0.8%
O=c1oc2ccccc2c2c1ccc1ccccc12	/	/	/	-7.9%	-34.5%

Pulled one by one from the list above:
SMILES	LmPK inhibitor	Pf growth 48h	Pf growth 96h	Tb PYK inh	AmpC inh no detg
CCOC(=O)c1ccccc1NC(=O)Cc1ccc(OC)c(S(=O)(=O)N2CCOCC2)c1	/	/	/	2.7%	56.6%
CCOC(=O)CN1C(=O)N[C@@H](c2cccc(C(F)(F)F)c2)[C@H](C(C)=O)[C@H]1C	0.5%[11.5 µM]	/	/	0.6%	/
CN(c1ccccc1)S(=O)(=O)c1cccc(C(=O)NC2CCCC2)c1	/	/	/	1.6%	-21.5%
Cc1cccc(NC(=O)C(C)Sc2nc3nc(C)cc(C)n3n2)c1 (stereo not drawn)	/	/	/	-2.3%	-0.8%
O=c1oc2ccccc2c2c1ccc1ccccc12	/	/	/	-7.9%	-34.5%
CC(CNC(=O)Cn1cnc2c(OCc3ccccc3)ncnc21)c1ccccc1 (stereo not drawn)	/	/	/	2.6%	15.4%

Further entries follow.
SMILES	LmPK inhibitor	Pf growth 48h	Pf growth 96h	Tb PYK inh	AmpC inh no detg
c1ccc(Nc2cccc3ccccc23)cc1	/	/	/	0.4%	-12.2%
Cc1cc(Br)ccc1NC(=O)CNC(=O)CSc1nccn1C	/	/	/	2.2%	-7.6%
C[C@H](CO)N1C[C@H](C)[C@@H](CN(C)CC2CC2)Oc2c(NS(=O)(=O)c3ccccc3)cccc2C1=O	/	/	/	-9.7%	-18.1%
O=C(COC(=O)CNC(=O)c1ccc(F)cc1)NC1CCCc2ccccc21 (stereo not drawn)	/	/	/	0.6%	34.7%
C[C@@H](NC(=O)Cn1cnc2c(NCc3ccccc3)ncnc21)c1cccc2ccccc12	/	/	/	0.2%	-20.1%
COc1ccc2c(c1)OC[C@H]1[C@H]2N2C(=O)c3cc(F)ccc3NC(=O)[C@@]2(C)[C@H]1c1ccccc1	/	/	/	2.6%	-22.6%
COc1ccc(NC(=O)N(C)C[C@H]2Oc3c(NS(=O)(=O)c4cccs4)cccc3C(=O)N([C@@H](C)CO)C[C@@H]2C)cc1	/	/	/	-4.2%	56.6%
O=C(Nc1cccc(S(=O)(=O)N2CCOCC2)c1)C12CC3CC(CC(C3)C1)C2	/	/	/	-7.3%	-11.6%
Nc1ccc(C(=O)N/N=C/c2ccc(N3CCOCC3)s2)cc1	/	/	/	-1.9%	-20.2%
CCC1(c2ccccc2)NC(=O)N(CC(=O)N(c2ccccc2)C2CCS(=O)(=O)C2)C1=O (stereo not drawn)	/	/	/	-6.0%	35.9%
CC(=NNC(=O)c1cccc(S(=O)(=O)N2CCCC2)c1)c1ccccc1	/	/	/	1.9%	-16.3%
O=C(CCCNC(=O)c1ccc(Cl)cc1)Nc1nccs1	/	/	/	-0.9%	-14.2%
CC(C)NC(=O)N(C)C[C@H]1Oc2c(NC(=O)Nc3ccc4c(c3)OCO4)cccc2C(=O)N([C@H](C)CO)C[C@@H]1C	/	/	/	-9.9%	42.2%
COc1cccc(OC)c1OC(=O)C1CC(=O)N(c2ccc3c(c2)OCCO3)C1 (stereo not drawn)	/	/	/	2.1%	-3.3%
COc1ccc(CCOC2OC(CO)C(OC(=O)/C=C/c3ccc(O)c(OC)c3)C(O[C@H]3O[C@@H](C)[C@H](O)[C@@H](O)[C@H]3O)C2O)cc1O (stereo partly drawn)	/	/	/	-5.7%	15.7%
CN1CCC[C@@H]1CCNC(=O)c1cccc2c1C(=O)c1ccc(N3CCCC3)cc1S2(=O)=O	/	/	/	-1.3%	26.5%
CC(C)[C@H](NC(=O)c1ccccc1Cl)C(=O)OCC(=O)Nc1ccc(S(=O)(=O)N2CCOCC2)cc1	/	/	/	4.1%	18.0%
CC1(C)O[C@@H]2[C@H](O1)[C@@H](COS(=O)(=O)O)O[C@H]2n1cc(Br)c(=O)[nH]c1=O	/	/	/	7.2%	-14.8%
CC(=NNC(=O)c1ccc2nc[nH]c2c1)c1ccc(Br)cc1	/	/	/	-1.1%	-33.0%
COc1ccccc1CCC(=O)NNC(=O)c1cccs1	/	/	/	-1.5%	-11.7%

As entered above:
Entry for COc1ccc(NC(=O)N(C)C[C@H]2Oc3c(NS(=O)(=O)c4cccs4)cccc3C(=O)N([C@@H](C)CO)C[C@@H]2C)cc1 in Tb PYK inh: -4.2%
Entry for CN1CCC[C@@H]1CCNC(=O)c1cccc2c1C(=O)c1ccc(N3CCCC3)cc1S2(=O)=O in Tb PYK inh: -1.3%

The list continues:
SMILES	LmPK inhibitor	Pf growth 48h	Pf growth 96h	Tb PYK inh	AmpC inh no detg
COCc1c(C(=O)OCC(=O)NCc2ccco2)oc2ccccc12	/	/	/	9.6%	-44.2%
C[C@@H]1CN([C@H](C)CO)C(=O)c2cc(NC(=O)Nc3ccc4c(c3)OCO4)ccc2O[C@H]1CN(C)Cc1ccncc1	/	/	/	-5.6%	38.2%
CN(C(=O)c1cccc(NC(=O)Cc2cccc([N+](=O)[O-])c2)c1)C1CC1	/	/	/	-8.3%	-24.1%
C[C@@H](OC(=O)c1[nH]cnc1C(=O)NCc1ccc(CNC(=O)OC(C)(C)C)cc1)c1ccccc1	/	/	/	-1.8%	88.3%[activator]
CCCCNc1c(-c2ccc(-c3ccc(C(C)=O)cc3)c(OC)c2)nc2cc(C)ccn12	/	/	/	5.9%	0.4%
C=CC[C@@H](CC(=O)N(CCO)Cc1ccccc1)C(=O)NC[C@@H](OC(=O)[C@@H](CC=C)Cc1ccc(F)cc1)c1ccccc1	/	/	/	4.1%	168.1%[activator]
CCOc1ccc(S(=O)(=O)N2CCN(C(=O)C3CC3C)CC2)cc1 (stereo not drawn)	/	/	/	8.3%	-2.5%
CCCCN(C(=O)C1=NN(c2ccccc2)C(=O)CC1)c1c(N)n(CCC)c(=O)[nH]c1=O	/	/	/	4.6%	-21.1%
N#CCCN(C(=O)CN1c2cccc3cccc(c23)S1(=O)=O)c1ccccc1	/	/	/	-29.9%	4.2%
COc1ccc(-c2cccc(CCC(=O)N3CCN(c4cc(C)ccc4C)CC3)c2)cc1	/	/	/	-3.7%	1.0%
COc1cc2c(cc1OC)[C@@H](NC(=O)Cc1ccc(F)cc1)[C@H](OCc1ccccc1)C2	/	/	/	-6.9%	-2.1%
COc1ccc(Br)c(C(=O)OCC(=O)N2CCc3ccccc32)c1	/	/	/	2.3%	-23.8%
CN(CC(=O)Nc1ccc2c(c1)OCO2)CC(=O)Nc1ccc(F)c(F)c1F	/	/	/	-2.0%	-14.7%
O=[N+]([O-])c1ccc(Cl)c(S(=O)(=O)NCCc2ccccn2)c1	/	/	/	-1.0%	-17.4%
C[C@H](NC(=O)c1ccco1)C(=O)NNC(=O)c1ccc(F)cc1	/	/	/	-11.1%	-26.2%
Cc1ccc(C2(C)NC(=O)N(CC(=O)N3CCc4ccccc43)C2=O)cc1 (stereo not drawn)	/	/	/	-14.3%	-8.1%
COc1ccc(-c2noc(CCC(=O)N3CCN(c4cccc(Cl)c4)CC3)n2)cc1	/	/	/	-3.5%	15.7%
Cc1ccc(C(=O)NNC(=O)c2ccc(S(=O)(=O)N3CCCCC3)cc2)cc1	/	/	/	-3.4%	-31.9%
COc1ccc2c(CC(=O)NNC(=O)c3ccc(C)cc3)coc2c1	/	/	/	-5.9%	-10.7%
COc1cccc(-c2csc3ncnc(Sc4nnnn4C)c23)c1	/	/	/	4.4%	-12.6%
CC(OC(=O)c1cc2ccccc2[nH]1)C(=O)N(C)c1ccccc1 (stereo not drawn)	/	/	/	-6.0%	3.7%
O=C1[C@@H](Oc2ccccc2)[C@@H](c2ccncc2)N1c1ccncc1	/	/	/	2.7%	-14.7%
COc1ccc2sc(-c3ccc(S(C)(=O)=O)cc3)c(-c3ccc(C(N)=O)cc3)c2c1	/	/	/	1.3%	-15.4%
N#Cc1ccccc1OCC(=O)Nc1ccc(S(=O)(=O)N2CCOCC2)cc1	/	/	/	-2.5%	-11.2%
COc1ccc(C=NNC(=O)c2ccccc2OCc2ccc(F)cc2)c(OC)c1	/	/	/	1.5%	-4.6%
CCN1CCN(c2ccc(S(=O)(=O)N3CCOCC3)cc2NC(=O)c2cccc([N+](=O)[O-])c2)CC1	/	/	/	4.3%	37.7%
O=C(OCCN1C(=O)c2ccccc2C1=O)[C@@H]1CC(O)CN1S(=O)(=O)c1ccccc1[N+](=O)[O-] (stereo partly drawn)	/	/	/	1.5%	-1.6%
O=C(COC(=O)/C=C/c1ccc(F)cc1)NC1CC1	/	/	/	-0.3%	-21.7%
O=C(NCC(c1ccco1)N1CCCC1)c1cc(=O)[nH]c2ccccc12 (stereo not drawn)	/	/	/	2.4%	-31.4%
CC[C@]12c3[nH]c4cc(CCC(=O)N(C)C)ccc4c3CCN1C(=O)[C@@H](CC(=O)NCCN1CCOCC1)C[C@@H]2C(=O)N1CCN(C(=O)c2ccco2)CC1	/	/	/	4.8%	124.0%[activator]
C[C@H](CO)N1C[C@H](C)[C@@H](CN(C)C(=O)Nc2ccc(C(F)(F)F)cc2)Oc2c(cccc2N(C)C)C1=O	/	/	/	3.8%	181.9%[activator]
COCc1cc(=O)c2ccccc2o1	/	/	/	-2.9%	-10.9%

Screening results (PubChem)
